Screening results (PubChem)
ADAM17 inh: inhibits human ADAM17. P78536. AID 720648. 370,000 compounds, 0.83% hits. inhibition, % at 6.95 µM. recombinant ADAM17, EDANS/DABCYL FRET peptide cleavage;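 active means inhibition above the mean of compounds lying between control limits plus 3 SD, set per campaign, cut at about 8.5% in these data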;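 further: 0% = DMSO-only wells as the low control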
ASAP1 inh: blocks human ASAP1-stimulated Arf1 GTP hydrolysis; 360,000 compounds, 0.19% hits; GDP FP detection; inhibition, % at 16.5 µM; in the data active means inhibition above about 25%;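 further: 0% = vehicle with enzyme and substrate and 100% = no enzyme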
LEDGF integ inh: blocks HIV-1 LEDGF/p75-dependent DNA integration; TR-FRET IN-LEDGF/p75 DNA integration, Eu/Cy5; inhibition, % at 3.7 µM; 370,000 compounds, 0.64% hits;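 active means inhibition above the screen-wide mean plus 3 SD, cut at about 13% in these data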;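 further: signal is the Cy5 over europium emission ratio at 671 and 618 nm; 0% = plate median of compound wells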
ADAM10 inh: ADAM10 inhibition, QFRET primary screen; O14672; recombinant ADAM10, EDANS/DABCYL FRET peptide cleavage, 3 h; inhibition, % at 7 µM; 370,000 compounds, 0.62% hits;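 active means inhibition above a per-campaign cutoff equal to the mean of compounds falling between control-based bounds plus 3 SD, cut at about 20% in these data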;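 further: 0% = DMSO wells while the 100% control is not disclosed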
PLC-gamma1 inh: inhibitors of human phospholipase C gamma1; P19174; purified PLC-gamma1, fluorogenic substrate, fluorescence; inhibition, % at 12.2 µM; 370,000 compounds, 0.84% hits; AID 720700; in the data active means inhibition above about 9.5%
ARFGAP1 inhibitor: rat ARFGAP1 inhibition | Q62848 | 360,000 compounds, 0.26% hits | inhibition, % at 16.5 µM | Arfgap1-stimulated ARF1 GTP hydrolysis, GDP FP detection;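 active means inhibition above a per-plate limit, mean inhibition of low control wells plus 3 SD, cut at about 25% in these data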;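 further: 0% = DMSO wells with enzyme and 100% = wells lacking Arfgap1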
Target sequence (Q62848 1-136 limits assumed): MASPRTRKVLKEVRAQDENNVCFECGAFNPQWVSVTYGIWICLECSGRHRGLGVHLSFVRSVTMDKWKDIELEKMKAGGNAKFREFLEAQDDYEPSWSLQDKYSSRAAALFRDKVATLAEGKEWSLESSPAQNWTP
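system = rat Arfgap1 catalytic domain, aa 1-136 | technique = FP, GDP Alexa 633 tracer displaced from anti-GDP antibody, 620/688 nm | compound = one concentration, 16.5 µM, DMSO 1.26% | medium = HEPES-based buffer, pH 7.5 | timing = compound-enzyme preincubation 20 min, reaction 120 min, detection 60 min, 25 °C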
DDE Tn7 FP inh: disrupts Tn7 cyclic peptide binding to fibrin D-Dimer-E complex. P02675. FP displacement of FITC-Tn7 peptide from fibrin DD(E); 0% = median of compound wells per plate. inhibition, % at 8.3 µM. 370,000 compounds, 0.13% hits. AID 720508;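 active means inhibition above the mean of compounds falling within the control limits plus 3 SD of them, cut at about 14% in these data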;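 further: 0% = plate median of compound wells and 100% = 10 µM Aha-Tn7 peptide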
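Assay system: Human fibrin DD(E) protein | Medium: Tris buffer with calcium and detergent, pH 7.8 | Reagent: 0.1 µM fluorescent Tn7 | Compound dosing: Single point at 8.3 µM | Times: 10 min preincubation, 3 h with tracer, room temperature | Detection: Fluorescence polarization of the labelled Tn7 tracer | Controls: Aha-Tn7 high control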
KLK7 zymogen act: activates the human kallikrein-7 zymogen. activation, % at 7 µM. 370,000 compounds, 0.9% hits. AID 652039. purified proKLK7, EDANS-DABCYL substrate fluorescence; 100% is mature enzyme control, 0% vehicle;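 active means activation above the mean of all tested compounds plus 3 SD, computed per campaign excluding outliers beyond control limits, cut at about 13% in these data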
Target sequence (P49862 whole entry, looked up): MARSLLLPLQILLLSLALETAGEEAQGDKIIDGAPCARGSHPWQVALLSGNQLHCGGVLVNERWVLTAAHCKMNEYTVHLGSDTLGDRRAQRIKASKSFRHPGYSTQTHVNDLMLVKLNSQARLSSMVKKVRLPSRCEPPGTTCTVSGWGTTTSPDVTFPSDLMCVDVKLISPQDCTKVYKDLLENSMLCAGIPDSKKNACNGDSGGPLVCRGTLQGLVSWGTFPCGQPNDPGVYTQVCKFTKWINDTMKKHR
TDP2 absorb: TDP2 (human) inhibition, absorbance primary screen. O95551. recombinant TDP2, T5PNP hydrolysis, p-nitrophenol absorbance 415 nm. inhibition, % at 12.8 µM. 370,000 compounds, 0.34% hits. AID 720702;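 active means inhibition above the mean of all tested compounds plus 3 SD, set per campaign, cut at about 25% in these data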;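 further: 0% = DMSO with enzyme and 100% = buffer with substrate but no TDP2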
Target sequence (O95551 whole entry, looked up): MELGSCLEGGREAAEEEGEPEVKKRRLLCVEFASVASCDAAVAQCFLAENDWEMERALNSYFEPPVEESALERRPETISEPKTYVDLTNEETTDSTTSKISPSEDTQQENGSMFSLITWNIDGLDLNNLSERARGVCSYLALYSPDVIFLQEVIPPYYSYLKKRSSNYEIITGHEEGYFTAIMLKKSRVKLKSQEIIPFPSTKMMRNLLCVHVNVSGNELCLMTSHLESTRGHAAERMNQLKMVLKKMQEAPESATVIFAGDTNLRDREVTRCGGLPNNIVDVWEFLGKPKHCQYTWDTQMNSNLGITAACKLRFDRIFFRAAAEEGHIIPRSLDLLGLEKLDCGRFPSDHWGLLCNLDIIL
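System – recombinant human TDP2 · Quantity – TDP2 enzyme at 120 nM final · Doses – single concentration, 12.8 µM nominal, with 1% DMSO · Incubation – 2 h at 37 °C · Measured by – epi absorbance of p-nitrophenol freed from T5PNP by hydrolysis · Read-out – % inhibition relative to enzyme-containing and enzyme-free wells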
Tn6 DDE FP: DD(E)-Tn6 binding inhibition, primary FP screen. Fibrin DD(E) TRITC-Tn6 fluorescence polarization displacement. inhibition, % at 8.3 µM. 370,000 compounds, 0.21% hits. AID 720509;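 active means inhibition above a per-campaign cutoff: mean of compounds within control limits plus 3 SD, cut at about 15% in these data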;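 further: 0% = median of all compound wells on the plate and 100% = blocking peptide control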
An asterisk follows results filed as active; i = inactive.

ADAM17 inh	ASAP1 inh	LEDGF integ inh	Structure	ADAM10 inh	PLC-gamma1 inh	ARFGAP1 inhibitor	DDE Tn7 FP inh	KLK7 zymogen act	TDP2 absorb	Tn6 DDE FP
1.0	-5.8	0.5	COc1ccc(/C=N\N=C2/SC(CC(=O)O)C(=O)N2c2ccc(O)cc2)cc1 (centres undefined)	4.7	1.8	6.9	-16.3	-0.7	-12.9	-0.4
-2.1	6.1	-0.6	COc1ccc(COc2cccc(C=O)c2)cc1	9.2	-0.3	0.7	1.4	0.3	-6.6	-3.6
-3.1	2.8	-2.0	Cc1ccc(NC(=O)COC(=O)c2ccc3c(c2)C(=O)N(CCc2ccccc2)C3=O)c(C)c1	-3.5	-0.3	13.0	-3.3	0.3	-4.8	1.0
-13.1	1.5	-0.3	CCC(=O)NCCCc1nc2ccccc2n1Cc1ccccc1F	-8.3	1.2	-1.2	-2.0	0.3	-0.7	-7.4
15.5*	4.1	1.2	COc1ccc(-c2n[nH]c(C)c2-c2cnn(-c3ccccc3)c2)c(O)c1C	31.6*	4.4	19.8	-7.5	-0.8	6.6	-1.9
-3.8	3.4	-7.5	CC(C)(C)C(=O)Nc1ccc(NC(=O)c2ccco2)nc1	-2.6	-0.4	5.3	5.8	0.2	-11.7	5.1
-2.6	-5.8	0.6	O=C1CC(c2ccccc2)C(c2ccccc2)=NN1 (centres undefined)	-8.5	0.7	-3.3	2.8	0.8	1.4	3.9
2.5	1.6	2.7	Cc1ccccc1NS(=O)(=O)c1c(C(=O)N2CCCCCC2)c(C)n(C)c1C	0.5	1.1	0.0	-6.2	-0.2	8.0	-3.2
-3.4	1.4	2.6	O=C(CNc1cccc(F)c1)N1CCc2ccccc2C1	-2.6	1.3	9.2	1.9	-0.2	15.6	-3.3
-132.8	14.1	3.1	COc1ccc(-c2csc(-c3ccc(C(=O)O)cc3)n2)cc1	-479.0	-379.6	-6.7	-4.8	21.9*	-1.1	6.1
5.7	-18.7	0.2	COc1ccc(C/C(N)=N/OC(=O)C(c2ccccc2)c2ccccc2)cc1OC	11.8	2.7	3.3	4.2	0.7	6.6	5.2
5.9	9.5	3.6	COc1ccc(-c2csc(N3CCN(S(=O)(=O)c4ccc5c(c4)NC(=O)CO5)CC3)n2)cc1	11.2	3.1	-2.8	-3.7	0.3	13.9	-4.0
0.1	-11.8	-2.2	CCCOc1ccc(/C=C/C(=O)Nc2ccc([N+](=O)[O-])cc2C)cc1OC	-5.9	2.3	-5.3	1.0	-0.7	1.5	-5.1
-1.6	-14.5	1.7	CCc1nnc(NC(=O)COc2ccc3ccccc3c2)s1	4.3	0.2	10.5	1.8	0.2	-8.9	-1.1
-4.8	-2.4	-3.3	C/C(=C/C#N)Nc1ccc(C)cc1	-9.6	-4.4	-7.8	5.5	-0.3	-2.7	-1.1
2.2	-1.4	-2.8	COC(=O)c1ccccc1NC(=O)CN1CCC(C(=O)c2ccc3c(c2)OCCO3)CC1	4.5	-3.7	0.1	-10.1	-0.4	2.8	-4.3
-2.0	-15.6	-2.5	CC(C)(C)CC(C)(C)NC(=O)/C=C/C(=O)O	-4.9	-2.5	25.1*	7.0	0.9	-4.5	8.2
-1.1	5.9	-0.5	Cc1nn(Cc2ccc(F)cc2)c(C)c1NC(=O)c1cccnc1Cl	11.3	1.6	7.1	2.9	-0.6	-1.4	5.1
-3.5	-4.2	1.8	COc1ccc2c(c1)C1CC(C)(NC(=O)C1S(=O)(=O)c1ccc(F)cc1)O2 (centres undefined)	-3.2	0.8	-1.6	-1.8	0.1	9.3	2.2
0.2	14.7	1.5	Cc1ccc(C(C)C)cc1OCCCCN1CCCC1	-1.9	2.5	9.9	-3.8	-0.7	7.8	4.6
2.4	4.7	2.2	Oc1ccc2ccccc2c1/C=N/Nc1ccccc1	-1.8	-6.4	-0.3	-6.8	-1.1	-15.9	-2.2
-2.0	-3.3	-1.1	CCCC(=O)Nc1ccc(Cl)c(NC(=S)NC(=O)c2ccco2)c1	-6.7	-1.7	1.0	-2.0	-0.2	0.8	2.0
3.5	5.3	-1.5	CC(=O)N1CCN(CC(=O)Nc2ccccc2Sc2ccccc2)CC1	-0.4	-0.1	-2.0	-0.1	0.5	-6.3	2.6
-1.8	-5.3	0.6	CC(=O)Nc1ccc(C(=O)NCCc2ccccc2)cc1	1.0	-2.5	-1.8	8.7	-0.1	15.2	6.3
-2.1	4.0	-3.6	CSc1nc2ccc(NC(=O)CS(=O)(=O)c3ccccc3)cc2s1	-4.6	-0.6	8.0	-5.3	0.0	14.6	-0.2
-166.2	-3.6	-1.5	Cc1nn(-c2ccccc2)c2sc(-c3nnc(SCC(=O)O)o3)cc12	-490.7	-70.4	-16.6	5.0	1.6	-6.2	4.1
-4.8	10.9	-2.4	O=C(O/N=C(\c1ccccc1)c1ccccn1)c1cccc2ccccc12	-5.4	-1.4	4.2	-3.5	-0.3	12.3	2.9
-3.9	0.6	-1.3	C/C(=N\NC(=O)c1ccncc1)c1ccc(N2CCOCC2)cc1	-12.4	-8.5	-3.2	-1.7	0.6	-9.8	-1.3
0.0	5.7	5.2	CCOC(=O)/C(=N\Nc1ccccc1Cl)N(C)C1CCS(=O)(=O)C1 (centres undefined)	9.4	3.9	5.0	-9.4	-0.2	-19.3	4.0
-2.7	-6.4	0.0	COc1cc(/C=N/Nc2nc(C)cc(C)n2)ccc1OC(=O)c1ccco1	-7.9	2.6	-3.2	2.0	-0.3	8.7	-4.9
1.9	1.2	-0.1	CCC1Sc2ccc(S(=O)(=O)CCC(=O)N3CCc4ccccc43)cc2NC1=O (centres undefined)	-4.0	0.8	9.2	0.9	-0.7	12.2	6.4
-0.5	1.3	2.3	CCCN1CNC(=S)N(c2ccccc2OCC)C1	11.0	4.5	10.7	-1.2	-0.4	-10.8	6.5
2.0	-3.5	2.4	COC(=O)Cc1[nH]nc2c1C1(C(=O)N(Cc3ccc(Cl)cc3)c3ccccc31)C(C#N)=C(N)O2 (centres undefined)	4.8	5.1	-0.8	4.5	0.4	10.0	-5.1
-6.2	-23.9	1.0	O=C(Nc1cccc(S(=O)(=O)N2CCCCC2)c1)C1CC1	-5.9	0.5	2.5	-1.9	0.5	-2.2	-0.6
-0.3	11.9	3.2	COc1cc(NC(=O)CCCNC(=O)Cn2cnc3sc(C)c(C)c3c2=O)cc(OC)c1OC	1.9	1.2	7.2	1.7	-0.1	-0.6	-5.0
0.5	4.6	0.8	CC(=O)NCCNC(=O)C1(C)Cc2c(-c3cccc(C(F)(F)F)c3)ccnc2O1 (centres undefined)	-12.8	-1.3	-1.3	3.2	0.7	-9.2	3.3
-5.0	-3.4	2.0	CCC(CC)NC(=O)COC(=O)c1ccc2c(c1)C(=O)N(Cc1ccco1)C2=O	-5.7	5.2	5.3	-3.0	-0.3	-2.2	-1.9
2.3	4.3	3.4	CCOC(=O)C1CCCN(C(=O)c2cc(-c3ccncc3)nc3ccccc23)C1 (centres undefined)	-6.3	-1.6	-6.5	4.5	-0.2	-2.4	1.5
-0.3	11.4	4.4	COC(=O)c1cnc(Oc2ccc(NC(=O)NC(=O)c3c(F)cccc3F)cc2)cc1C(F)(F)F	12.6	2.6	-4.5	-4.4	-0.1	-5.1	-0.1
-2.4	-7.3	-6.2	CCc1c(C)nc2[nH]nc(-c3ccccc3)n2c1=O	-5.7	-5.1	6.3	-1.9	-0.8	-1.0	2.7
-3.0	-8.8	-1.9	Cc1nn(-c2cc(N3CCCCC3)ccc2N)c(=O)c2ccccc12	-3.2	-4.3	-9.9	-0.4	0.1	3.7	-3.9
-2.9	-7.5	0.6	Cc1nc([N+](=O)[O-])cn1Cc1cccc([N+](=O)[O-])c1	-2.0	0.2	0.1	-0.1	-0.1	9.7	-1.1
i	3.4	6.1	CCc1cc(=O)oc2c3c(cc(OCC(=O)NCc4ccccn4)c12)OC(C)(C)CC3	i	i	1.8	-9.8	20.0*	-5.0	-5.4
-6.7	-17.4	-0.6	CCOc1ccccc1N(C(=O)c1ccco1)C(C(=O)NC1CCCC1)c1cccnc1 (centres undefined)	-5.7	0.6	-10.7	5.8	-0.2	-0.1	-5.8
-3.7	11.4	-3.1	CCCc1nnc2n1N=C(c1ccc(C)cc1)CS2	-4.7	3.2	10.5	-3.7	-0.2	-9.4	-6.3
-6.1	2.0	0.7	CCC(C)(C)n1nnnc1C(c1ccc(Cl)cc1)N1CCN(C)CC1 (centres undefined)	-9.1	4.1	12.3	0.1	-0.1	9.1	-2.2
1.3	4.6	-1.5	COc1ccc(C(=O)NC(=S)Nc2ccc(N3CCOCC3)cc2)cc1Cl	0.2	2.9	6.9	-2.4	0.0	-5.4	9.9
-5.1	-3.4	-2.7	COC(=O)c1c(C)noc1-c1snnc1C	1.0	-0.5	2.7	6.3	-0.2	7.6	-4.4

Part of the list above in another layout:
compound,ADAM17 inh,ASAP1 inh,LEDGF integ inh,ADAM10 inh,PLC-gamma1 inh,ARFGAP1 inhibitor,DDE Tn7 FP inh,KLK7 zymogen act,TDP2 absorb,Tn6 DDE FP
CSc1nc2ccc(NC(=O)CS(=O)(=O)c3ccccc3)cc2s1,-2.1,4.0,-3.6,-4.6,-0.6,8.0,-5.3,0.0,14.6,-0.2
Cc1nn(-c2ccccc2)c2sc(-c3nnc(SCC(=O)O)o3)cc12,-166.2,-3.6,-1.5,-490.7,-70.4,-16.6,5.0,1.6,-6.2,4.1
